ABCG2 block: ABCG2 efflux pump inhibitors, primary screen, multiplex with ABCB1, IgMXP3 cells, flow cytometry; Broad substrate specificity ATP-binding cassette transporter ABCG2 (Homo sapiens), Q9UNQ0; JC-1 efflux; inhibition, % at 6.6 µM; 190,000 tested, 0.1% active; AID 1325, 2008;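 active = inhibition above 80%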;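 also: 0% = DMSO and 100% = nicardipine control wells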
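Times: 10 min at 25 °C | Test system: Two drug-resistant human cell lines, ABCG2 and ABCB1 | Quantity: 3 million cells/mL final, two lines in 1:1 ratio | Signal: Flow cytometry, 530 nm JC-1 signal | Dosing: Compound at 6.6 µM | Controls: Nicardipine and DMSO wells | Reagent: JC-1 as fluorescent efflux pump substrate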
ABCB1 block: ABCB1 efflux pump inhibitors, primary screen, cell-based, multiplex, flow cytometry, ABCG2 counter-screen; ATP-dependent translocase ABCB1 (Homo sapiens), P08183; CCRF-Adr cells, JC-1 efflux; inhibition, % at 6.6 µM; 190,000 tested, 0.067% active; in the data active = inhibition above about 40%;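 also: 0% = vehicle and 100% = reference inhibitor; higher value means more JC-1 retained so stronger ABCB1 efflux block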
RGS8-Gao: RGS8-Galphao binding modulators, primary screen, biochemical, multiplexed bead flow cytometry. response (percent of control binding), % at 10 µM. actives lie on both sides. 220,000 tested, 0.34% active; in the data active = response below about 60% or above about 140%; inactive = in between;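 also: Galphao activated as the GDP aluminium fluoride complex binding bead-coupled RGS8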
Target sequence (P09471 whole entry, looked up): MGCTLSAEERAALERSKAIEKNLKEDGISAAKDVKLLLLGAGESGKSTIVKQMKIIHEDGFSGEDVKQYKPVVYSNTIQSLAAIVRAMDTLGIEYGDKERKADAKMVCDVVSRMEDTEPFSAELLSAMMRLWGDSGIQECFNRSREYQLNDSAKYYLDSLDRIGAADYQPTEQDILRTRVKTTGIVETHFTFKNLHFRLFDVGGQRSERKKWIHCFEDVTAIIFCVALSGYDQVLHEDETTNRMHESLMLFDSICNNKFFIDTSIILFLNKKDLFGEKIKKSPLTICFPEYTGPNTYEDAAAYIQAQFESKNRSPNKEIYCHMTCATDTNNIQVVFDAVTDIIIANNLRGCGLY
Pf gametocyte: late stage P. falciparum gametocyte viability inhibitors, primary screen, ATP luminescence, HTS; AID 743093, 2013; inhibition, % at 10.9 µM; P. falciparum stage V gametocytes, 24 h; 150,000 tested, 0.065% active;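 active = inhibition above the mean plus 3 SD of compounds within the control limits, set per campaign, cut at about 38% in these data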;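 also: 0% = DMSO wells and 100% = medium only without gametocytes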
RGS4-Gao reg: modulators of RGS4 binding to Galphao, primary screen, biochemical, multiplexed bead flow cytometry; 220,000 tested, 0.33% active; AID 1415, 2008; binding response (% of control), % at 10 µM; actives lie on both sides; Guanine nucleotide-binding protein G(o) subunit alpha (Homo sapiens), P09471; in the data active = binding response below about 49% or above about 150%; inactive = in between;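 also: fluorescent Galphao activated with aluminum fluoride binding bead-coupled RGS4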
Mcl1 Bid PPI: Mcl-1/Bid binding inhibitors, primary screen, biochemical, TR-FRET, 1536-well. inhibition, % at 21.7 µM. 220,000 tested, 0.97% active. Induced myeloid leukemia cell differentiation protein Mcl-1 (Homo sapiens), Q07820. TR-FRET Mcl-1/Bid-Dy647 peptide binding;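 active = compounds that cut the binding signal by more than half at the single screening dose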;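 also: His-tagged Mcl-1 with europium anti-His antibody binding Bid BH3 peptide; 0% = Mcl-1 plus peptide wells and 100% = peptide-only wells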
Target sequence (Q07820 whole entry, looked up): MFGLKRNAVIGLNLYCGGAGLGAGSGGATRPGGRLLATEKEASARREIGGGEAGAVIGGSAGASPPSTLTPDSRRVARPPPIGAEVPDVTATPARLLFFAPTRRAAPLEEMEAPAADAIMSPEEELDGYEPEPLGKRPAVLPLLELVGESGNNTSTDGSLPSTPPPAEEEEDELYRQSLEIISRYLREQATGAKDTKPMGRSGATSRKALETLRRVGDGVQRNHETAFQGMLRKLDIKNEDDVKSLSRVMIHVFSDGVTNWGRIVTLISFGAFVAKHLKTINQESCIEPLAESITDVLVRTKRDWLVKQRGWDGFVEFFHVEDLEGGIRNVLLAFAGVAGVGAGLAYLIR
Avidin fluor: green autofluorescence of compounds with avidin beads – biophysical, 488/530 nm, flow cytometry, artefact control, profiling panel; 220,000 tested, 0.38% active; fluorescence (KMESF) at 10 µM; AID 1775, 2009; compound fluorescence 488/530 nm; hits give high values; in the data active = fluorescence above about 47; also: inactives centre near 10
GSH bead fluor: compound fluorescence on glutathione beads, profiling panel, artefact control, biophysical, 488/530 nm, flow cytometry; GSH beads flow cytometry, compound fluorescence 488/530 nm; hits give high values; fluorescence (KMESF) at 10 µM; 190,000 tested, 0.25% active; in the data active = fluorescence above about 89;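 also: glutathione beads carrying GST-tagged Bcl family fusion proteins plus one bare bead set; values are compound well signal with DMSO vehicle wells as background; inactives centre near 16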
RGS7-Gao reg: RGS7-Galphao binding modulators, primary screen, biochemical, multiplexed bead flow cytometry. AID 1439, 2008. binding response (% of control), % at 10 µM. 220,000 tested, 0.35% active. Guanine nucleotide-binding protein G(o) subunit alpha (Homo sapiens), P09471. actives lie on both sides; in the data active = binding response below about 49% or above about 150%; inconclusive = no clear call, values can overlap the other calls; inactive = in between;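 also: fluorescent Galphao held in activated GDP-AlF4 state binding bead-coupled RGS7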
Bim-Mcl-1: inhibitors of Bim peptide binding to Mcl-1, primary screen, biochemical, bead-based flow cytometry, multiplex; Induced myeloid leukemia cell differentiation protein Mcl-1 (Homo sapiens), Q07820; inhibition, % at 10 µM; 190,000 tested, 0.1% active; AID 1009, 2008; Bim peptide-Mcl-1 binding; in the data active = inhibition above about 40%;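 also: 0% = no compound tracer wells and 100% = peptide blocker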
Mcl1 Noxa PPI: Mcl-1/Noxa binding inhibitors, primary screen, biochemical, TR-FRET, 1536-well | Induced myeloid leukemia cell differentiation protein Mcl-1 (Homo sapiens), Q07820 | TR-FRET Mcl-1/Noxa peptide binding, 2 h | inhibition, % at 21.7 µM | 220,000 tested, 1.5% active | AID 1022, 2008;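 active = compounds that cut the protein-peptide binding signal by more than 50% relative to plate controls in a single-dose test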;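 also: His-tagged Mcl-1 with rhodamine Noxa BH3 peptide and terbium anti-His antibody; 0% = Mcl-1 plus Noxa peptide wells and 100% = peptide-only wells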
* hit, by the source's call; u = inconclusive; x = not tested or not shown. Random draw from the library; 3.3% or so of the library scored in one or more.

SMILES	ABCG2 block	ABCB1 block	RGS8-Gao	Pf gametocyte	RGS4-Gao reg	Mcl1 Bid PPI	Avidin fluor	GSH bead fluor	RGS7-Gao reg	Bim-Mcl-1	Mcl1 Noxa PPI
Cc1noc(C)c1-c1nc(CS(=O)(=O)c2ccccc2)no1	x	x	99	-3	101	1	3	x	u	x	-4
COc1ccc2cc(CO)c(Cl)nc2c1	1	-0.2	101	-6	98	-23	9	13	u	0	-19
CCN1C(=O)C(CC(=O)Nc2c(C)cccc2C)Nc2cc(S(=O)(=O)N(C)C)ccc21 (stereo not given)	3	0.7	101	0	101	-37	11	17	99	-2	9
O=C(O)CCc1nc(-c2ccccc2)no1	1	0.1	102	1	99	8	8	15	100	-1	24
CC1Cc2ccccc2N1C(=O)c1cc2c(=O)n3ccccc3nc2n1C (stereo not given)	2	1.4	100	x	100	-17	14	8	103	-1	8
Cc1cc(Oc2ccc(Cl)cc2)nc(-c2ccccc2O)n1	13	0.2	89	x	80	-1	5	29	87	0	-9
COc1cccc2c1C(=O)c1ccc3ccccc3c1C2=O	10	-0.4	99	x	100	48	8	45	96	-58	47
O=C(O)c1ccc(NC2=C/C(=N/S(=O)(=O)c3ccccc3)c3ccccc3C2=O)cc1	1	-0.8	86	-13	97	-2	8	7	95	3	93*
CC(=O)Nc1cccc(NC(=O)CSc2nnc(Cc3cccn3C)n2CCc2ccccc2)c1	9	1.8	100	x	102	-24	11	23	100	0	8
Cc1cc2cc(CNS(=O)(=O)c3ccccc3)ccc2n1C	0	0.0	110	x	101	-28	17	13	102	6	10
COc1ccc(C(=O)NCC(=O)N/N=C/c2cn[nH]c2-c2ccccc2)cc1	9	0.4	90	25	82	-21	8	13	88	1	6
Cc1nc(NC(=O)/C=C/c2ccccc2)n[nH]1	4	0.5	101	-24	104	-16	3	6	103	-7	11
CC(C)CCOCC(=O)Nc1cccc(C(=O)O)c1	2	1.1	99	16	95	16	22	21	97	-5	16
c1ccc(OCCOc2cccc3cccnc23)cc1	17	0.5	106	x	103	-1	7	11	101	-5	10
Cn1cc(C(=O)N2CCc3ccccc3C2)c(=O)c2cc(S(=O)(=O)N3CCOCC3)ccc21	3	0.8	95	12	98	8	17	11	97	-9	7
O=C(/C=C/c1ccc(S(=O)(=O)NCc2ccco2)cc1)NCc1cccc(Cl)c1	-1	-0.4	114	10	103	-9	12	3	106	-5	-8
O=C(NCc1ccccc1)NCc1cccs1	3	1.3	106	13	106	-27	12	22	101	3	-4
C=CCn1c(-c2ccccc2)ccc(C#N)c1=O	10	0.2	101	x	97	-2	9	26	101	-1	-14
COc1cc(OC)c2ccc(=O)oc2c1C(CC(=O)N1CCCC(C)C1)c1ccc2c(c1)OCO2 (stereo not given)	x	x	100	x	97	-35	10	x	u	x	27
CN(Cc1ccccc1)S(=O)(=O)c1ccc(NC(=O)C2CCCO2)cc1 (stereo not given)	-1	-0.3	96	0	85	-18	12	8	93	-3	-10
S=C(NCCCN1CCOCC1)Nc1ccc(Nc2ccccc2)cc1	10	2.1	96	-10	99	-36	7	13	103	0	-5
CC(=O)c1ccc(NC(=O)NCc2ccc(F)cc2)cc1	11	-0.4	100	x	101	-20	11	10	103	0	6
N#C/C(=C\c1ccc(Sc2nc3ccccc3[nH]2)o1)c1ccccc1	2	0.7	94	10	90	-42	14	11	101	0	9
OCCC1CN(Cc2ccc(-n3cccn3)cc2)CCN1Cc1ccccc1 (stereo not given)	0	1.3	106	8	102	-21	5	19	104	-3	-1
O=C(COc1ccccc1)NCc1cccs1	2	0.3	101	x	101	-20	8	20	103	-1	-10
CCC(C(=O)NC1CCCCC1)n1c(SCc2cccc(F)c2)nc2ccncc21 (stereo not given)	20	0.9	97	x	96	9	8	14	97	-3	11
CCOC(=O)c1cc(C(O)(C(F)(F)F)C(F)(F)F)c(/N=C/N(C)C)o1	9	0.9	101	x	100	-25	13	24	99	1	29
Cc1c(N(C(=O)CNC(=O)c2ccccc2)C2(C(=O)NC3CCCCC3)CCCCC2)c(=O)n(-c2ccccc2)n1C	-2	-0.2	101	13	101	-26	10	21	101	4	19
Cc1cc(S(=O)(=O)N2CCN(c3ccccc3O)CC2)c(C)s1	0	0.1	102	x	102	-19	6	23	100	1	2
COC(=O)C(C)Oc1ccc(Oc2nc(Cl)ccc2Cl)cc1 (stereo not given)	5	0.5	101	26	100	3	13	10	u	0	9
CC1(c2cc(C(F)(F)F)n3nc(C(=O)O)cc3n2)CC1	2	0.6	104	x	103	6	6	14	105	-3	8
CC1CCC(NC(=O)CN(C)S(=O)(=O)c2cccc3cccnc23)CC1 (stereo not given)	x	x	33*	2	26*	-17	1	x	u	x	16
O=C(Nc1cnn(Cc2c(Cl)cccc2Cl)c1)c1ccc([N+](=O)[O-])cc1	6	0.0	101	x	99	-8	10	33	102	2	x
CN(C)S(=O)(=O)c1ccc(NC(=O)C2CC(=O)N(Cc3ccccc3)C2)cc1 (stereo not given)	2	-0.2	101	x	102	-12	10	14	98	-7	30
Nc1cc(C(=O)OCC(=O)NCc2ccco2)ccc1Cl	0	-0.2	97	x	95	-22	7	59	95	1	13
C#CCOC(=O)c1ccccc1C(=O)N(CC)CC	1	0.3	104	x	102	-6	12	76	98	1	2
Cc1ccc2cc(CN(C(=O)c3cccnc3)C(C)C)c(=O)[nH]c2c1	4	0.4	106	-10	101	17	11	27	106	-3	8
Cc1ccccc1Nc1c(-c2ccncc2)nc2ccc(Br)cn12	11	1.2	100	-2	102	-25	14	5	103	-3	0
COc1cc(OC)c(NC(=S)NCc2ccccc2)cc1Cl	7	1.1	97	-19	97	-75	5	12	94	-2	15
O=[N+]([O-])c1ccc(-c2ccc(C=Nc3cccc4ccccc34)o2)cc1	2	0.5	101	x	106	-19	24	18	100	0	15
COc1ccc(-c2noc(CCCC(=O)NCc3ccco3)n2)cc1OC	54	-0.2	102	-38	111	-35	20	22	109	3	-1
Cc1c(C)n(C(=O)CN2CCC(C(N)=O)CC2)c2ccccc12	3	0.4	99	x	102	-37	12	28	100	-4	-7
CN(C)C(=C(C#N)C#N)N1CCN(c2ccc(Cl)c(Cl)c2)CC1	0	0.2	99	0	102	-4	32	13	99	3	-5
O=C(Nc1ccccc1)c1cccnc1NCCc1ccccc1	4	0.6	106	5	100	17	23	15	104	-1	14
COc1cccc(CN(c2ccc3c(c2)CCC3)S(=O)(=O)c2ccc(-n3cnnn3)c(OC)c2)c1	6	6.5	104	18	101	-5	12	15	100	-2	7
CCCCN(CC)C(=O)c1ccc(Cl)cc1	-3	-0.7	102	0	106	-15	10	15	u	1	4
Cc1ccc(S(=O)(=O)N(C)C)cc1-n1c(SCC(=O)Nc2ccccc2)nc2ccccc2c1=O	0	3.6	109	12	106	-29	11	7	104	-2	4
O=[N+]([O-])c1cccnc1NCCc1ccccc1	8	0.8	102	7	100	-24	7	18	104	-1	1
O=C(O)c1ccc([N+](=O)[O-])c(CS(=O)(=O)c2ccc(Cl)cc2)c1	1	0.4	106	5	108	3	28	11	108	-1	21
Cc1ccccc1C(=O)NC(CC(C)C)C(=O)Nc1cccc(S(=O)(=O)N(C)C)c1 (stereo not given)	1	0.4	99	8	101	-16	10	13	100	2	-9
Cc1ccc(NC(=O)c2ccccc2Cl)c(Cl)c1	12	1.3	99	x	94	18	23	24	98	-2	10
O=S(=O)(NCCc1ccccc1)c1cccc2cccnc12	0	-0.7	102	x	100	-8	8	68	103	0	-3
Cn1c2c(c(=O)n(C)c1=O)NC1(N2)C(=O)Nc2ccccc21 (stereo not given)	x	x	103	x	106	-35	6	x	u	x	-10
Cc1ccccc1S(=O)(=O)Cc1ccc(C(=O)N2CC(C)CC(C)C2)o1 (stereo not given)	2	0.9	96	x	102	-16	4	25	102	-1	-10
COc1ccc(C)cc1NS(=O)(=O)c1cn(C)c(=O)n(C)c1=O	0	-0.2	102	x	104	-22	5	27	104	-3	13
O=[N+]([O-])c1cccc(S(=O)(=O)[N-]c2nc3ccccc3nc2-n2cc[n+](Cc3ccccc3)c2)c1	x	x	98	-17	98	-22	19	x	u	x	27
CCOc1ccccc1N(C)C(=O)C1CCN(S(=O)(=O)c2cccc3nonc23)CC1	0	0.9	103	-13	102	-5	13	33	96	0	13
CCCSc1nc2ccsc2c(=O)n1CC	5	-0.4	102	8	101	-14	9	69	97	-2	9
O=C(CSCC(=O)N1CCCCC1)OCC(=O)c1c[nH]c2ccccc12	2	-0.1	101	4	107	-33	4	18	106	3	9
Cn1cnnc1Sc1ccc(C(=O)NCCC23CC4CC(CC(C4)C2)C3)cc1[N+](=O)[O-]	14	0.5	91	-2	98	-11	5	10	93	14	8

(continued)
SMILES	ABCG2 block	ABCB1 block	RGS8-Gao	Pf gametocyte	RGS4-Gao reg	Mcl1 Bid PPI	Avidin fluor	GSH bead fluor	RGS7-Gao reg	Bim-Mcl-1	Mcl1 Noxa PPI
O=C1NC(=Nc2ccc(O)cc2)S/C1=C\C=C\c1ccco1	x	x	99	15	98	-20	4	x	u	x	60*
FC(F)(F)c1ccc(Cl)c(-n2c(-c3cc(C4CC4)[nH]n3)n[nH]c2=S)c1	x	x	100	-3	100	-13	3	x	u	x	22
COc1cc(CNCCc2ccccc2)ccc1OCC(=O)NC(C)(C)C	2	0.6	101	x	99	-17	30	12	95	-1	-3
O=C(O)C1(NS(=O)(=O)c2ccc(Cl)cc2)CCCCC1	-2	-0.1	102	5	103	-18	7	50	100	0	-12
Cc1nc2c(c(=O)c3ccccc3n2C)c(=O)n1C1CCCCCC1	x	x	103	15	103	-29	8	x	u	x	4
COC(=O)Cc1ccc(NC(=S)NCc2ccco2)cc1	9	0.5	101	-16	103	-45	9	13	107	1	0
COc1ccc2c(c1)C(=O)N(c1ccccc1OC)C(=O)C2	2	0.8	103	7	104	-32	7	32	106	1	30
